From PubChem BioAssay
Mdm2 MdmX PPI = inhibitors of human Mdm2-MdmX association, primary screen, cell-based, luminescence, split luciferase, SaOS-2, uHTS; inhibition, % at 8 µM; 330,000 compounds, 3% hits; Protein Mdm4 (Homo sapiens) + E3 ubiquitin-protein ligase Mdm2 (Homo sapiens), …; AID 485346, 2010; SaOS-2 split-luciferase Mdm2/MdmX complementation;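 active means inhibition of at least 50% at 8 µM in the primary screen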
Target sequence (O15151 whole entry, looked up): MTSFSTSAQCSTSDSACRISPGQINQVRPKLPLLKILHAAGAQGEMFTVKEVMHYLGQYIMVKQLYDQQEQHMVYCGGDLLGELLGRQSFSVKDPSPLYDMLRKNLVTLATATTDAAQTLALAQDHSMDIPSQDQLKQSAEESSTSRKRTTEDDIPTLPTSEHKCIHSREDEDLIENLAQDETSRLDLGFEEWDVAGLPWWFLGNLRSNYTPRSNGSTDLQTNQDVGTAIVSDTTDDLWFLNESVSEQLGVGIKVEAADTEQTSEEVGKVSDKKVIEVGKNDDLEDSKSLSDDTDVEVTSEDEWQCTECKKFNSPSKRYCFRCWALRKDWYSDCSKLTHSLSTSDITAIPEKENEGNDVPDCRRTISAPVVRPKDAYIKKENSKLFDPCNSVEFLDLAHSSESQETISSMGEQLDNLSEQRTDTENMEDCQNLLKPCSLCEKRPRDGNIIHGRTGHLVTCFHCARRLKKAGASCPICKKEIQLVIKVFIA
Target sequence (Q00987 whole entry, looked up): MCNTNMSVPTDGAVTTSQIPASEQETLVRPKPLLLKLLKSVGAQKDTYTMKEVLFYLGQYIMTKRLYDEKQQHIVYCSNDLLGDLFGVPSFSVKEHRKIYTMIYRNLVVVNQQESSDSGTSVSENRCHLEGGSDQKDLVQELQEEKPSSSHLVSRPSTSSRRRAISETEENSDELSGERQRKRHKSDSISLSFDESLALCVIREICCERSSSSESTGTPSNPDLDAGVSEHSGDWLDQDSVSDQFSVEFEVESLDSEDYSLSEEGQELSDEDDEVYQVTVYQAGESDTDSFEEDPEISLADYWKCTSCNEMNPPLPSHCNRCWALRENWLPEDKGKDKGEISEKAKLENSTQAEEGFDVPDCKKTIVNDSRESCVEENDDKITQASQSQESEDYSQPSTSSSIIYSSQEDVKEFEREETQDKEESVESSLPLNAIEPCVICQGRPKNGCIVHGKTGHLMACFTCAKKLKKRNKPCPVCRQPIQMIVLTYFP
CHOP UPR activ = activators of apoptotic CHOP UPR arm, primary screen, cell-based, CHO-CHOP luciferase reporter, luminescence, uHTS; 330,000 compounds, 0.34% hits; activation, % at 10 µM; UPR activation; percent of tunicamycin response over DMSO baseline; AID 449763, 2010;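 active means at 10 µM dose, activation of 40% or more, normalized to positive control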;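 further: 100% = tunicamycin at 10 µg/mL and 0% = DMSO alone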
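System: CHO-CHOP luciferase reporter cell line; amount: 500 cells/well; buffer or medium: F12 medium containing 10% fetal bovine serum; incubation: 6 h compound exposure at 37 °C after overnight seeding; measured by: luciferase luminescence after 10 min with Steady-Glo reagent; evaluation: % reporter activation, DMSO baseline versus tunicamycin full activation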
697 NFkB inh = inhibitors of PMA/ionomycin-induced NF-kB reporter, 697 cells, primary screen, B-cell NF-kB inhibitor project, cell-based, luminescence, uHTS; 697 B-cell NF-kB luciferase reporter, 16 h; inhibition, % at 4 µM; 330,000 compounds, 0.33% hits; in the data active means inhibition above about 35%
tim10-1 inh = growth inhibitors of tim10-1 mutant yeast, primary screen, luminescence, uHTS. AID 463190, 2010. inhibition, % at 20 µM. 330,000 compounds, 2.2% hits. S. cerevisiae tim10-1 ts strain growth, BacTiter-Glo, 24 h;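 active means inhibition of at least 40%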;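 further: mutant grown at 25 °C; 0% = DMSO wells with yeast and 100% = wells holding no yeast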
TIM10 inh = growth inhibitors of isogenic TIM10 control yeast, primary screen, counter-screen for tim10-1 yeast inhibitor project, luminescence, uHTS. S. cerevisiae TIM10 strain growth, BacTiter-Glo luminescence, 24 h. inhibition, % at 10 µM. 330,000 compounds, 1.4% hits;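 active means inhibition of 40% or more at the single tested concentration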;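 further: wild-type TIM10 isogenic control strain grown at permissive 25 °C; 0% = DMSO yeast wells and 100% = minimal medium wells without yeast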
tim23-1 inh = growth inhibitors of tim23-1 mutant yeast, primary screen, luminescence, uHTS; S. cerevisiae tim23-1 growth, BacTiter-Glo luminescence, 24 h; inhibition, % at 20 µM; 330,000 compounds, 1.3% hits;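 active means growth inhibition of the mutant yeast at or above 50%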;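 further: temperature-sensitive mutant grown at 25 °C; plate controls were DMSO-treated mutant yeast for no effect and medium wells lacking yeast for full effect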
Jurkat NFkB inh = inhibitors of induced NF-kB luciferase reporter, primary screen, TCR NF-kB activation inhibitor project, cell-based, luminescence, uHTS | Jurkat, PMA/ionomycin-induced NF-kB luciferase reporter | inhibition, % at 4 µM | 330,000 compounds, 0.53% hits; in the data active means inhibition above about 50%
XBP1 UPR activ = activators of adaptive XBP1 UPR arm, primary screen, cell-based, CHO-XBP1 luciferase reporter, luminescence, uHTS; activation, % at 20 µM; IRE1-XBP1 UPR activation; percent of tunicamycin response, DMSO as zero; AID 463104, 2010; 330,000 compounds, 0.33% hits;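 active means versus positive control, 20 µM dose yields 30% or more activation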;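 further: 100% = tunicamycin at 10 µg/mL and 0% = DMSO only wells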
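Material: CHO-XBP1 cells stably carrying IRE1-XBP1-driven luciferase reporter / Amount: 1000 cells per well / Compound: 20 µM, 1% DMSO / Times: 6 h treatment, 37 °C / Detection: luciferase luminescence / Measure: % activation of reporter signal versus tunicamycin and DMSO controls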
An asterisk follows results filed as active. An unsorted share of the library. Share with any hit: about 6.6%.

`C=CC[C@@H](CC(=O)OC(C)(C)C)C(=O)OC[C@@H]1CCCN1C(=O)[C@H](CC=C)CC(=O)NCCO` gave Mdm2 MdmX PPI -20, CHOP UPR activ -1.4, 697 NFkB inh -23, tim10-1 inh 6, TIM10 inh 14, tim23-1 inh 17, Jurkat NFkB inh -5 and XBP1 UPR activ 0.
For COC(=O)C1(C#N)C(c2ccccc2)C1(C(=O)OC)C(=O)OC (centres undefined) the results were Mdm2 MdmX PPI -20, CHOP UPR activ -0.1, 697 NFkB inh -34, tim10-1 inh 0, TIM10 inh 8, tim23-1 inh 4, Jurkat NFkB inh -31 and XBP1 UPR activ 4.
Screening COc1ccc(C(=O)n2cc(C(=O)c3cc(C)ccc3O)cn2)cc1 returned Mdm2 MdmX PPI 42, CHOP UPR activ -1.5, 697 NFkB inh 3, tim10-1 inh 19, TIM10 inh 25, tim23-1 inh 41, Jurkat NFkB inh 8 and XBP1 UPR activ -1.
Screening CCCNC(=O)c1ccc(C2SCC(=O)N2CCc2ccccc2)cc1 (centres undefined) returned Mdm2 MdmX PPI -19, CHOP UPR activ 0.2, 697 NFkB inh 3, tim10-1 inh 22, TIM10 inh 12, tim23-1 inh 25, Jurkat NFkB inh -15 and XBP1 UPR activ -3.
`C/C(=N/NC(=O)CNC(=O)c1ccccn1)c1ccccc1` gave Mdm2 MdmX PPI 9, CHOP UPR activ -0.4, 697 NFkB inh 11, tim10-1 inh 2, TIM10 inh 0, tim23-1 inh 6, Jurkat NFkB inh -2 and XBP1 UPR activ 2.
CC(=O)c1cccc(NC(=O)NNC(=O)c2ccc(-c3ccccc3)cc2)c1 was read as Mdm2 MdmX PPI 22, CHOP UPR activ 0.4, 697 NFkB inh 11, tim10-1 inh 6, TIM10 inh -2, tim23-1 inh 14, Jurkat NFkB inh 1 and XBP1 UPR activ -5.
Cn1c(=O)cc(OCCCC(=O)NCc2ccc(F)cc2Cl)c2ccccc21 was read as Mdm2 MdmX PPI 57*, CHOP UPR activ -0.2, 697 NFkB inh 8, tim10-1 inh 14, TIM10 inh 2, tim23-1 inh -7, Jurkat NFkB inh -5 and XBP1 UPR activ 1.
For O=C(O)C(Cc1ccccc1)n1cccc1 (centres undefined) the results were Mdm2 MdmX PPI -6, CHOP UPR activ 1.2, 697 NFkB inh 5, tim10-1 inh 5, TIM10 inh 9, tim23-1 inh 11, Jurkat NFkB inh 4 and XBP1 UPR activ 0.
O=C1Nc2ccccc2C1(O)c1ccccc1 (centres undefined) was read as Mdm2 MdmX PPI 3, CHOP UPR activ -0.6, 697 NFkB inh -26, tim10-1 inh 7, TIM10 inh -9, tim23-1 inh 5, Jurkat NFkB inh -14 and XBP1 UPR activ 0.
For O=C(NCCc1c[nH]c2ccccc12)c1cnc2sccn2c1=O the results were Mdm2 MdmX PPI -80, CHOP UPR activ 6.7, 697 NFkB inh -51, tim10-1 inh 0, TIM10 inh -2, tim23-1 inh 8, Jurkat NFkB inh -61 and XBP1 UPR activ 8.
Screening CCC(C(=O)Nc1ccc2c(c1)OCCO2)c1ccccc1 (centres undefined) returned Mdm2 MdmX PPI 12, CHOP UPR activ -2.4, 697 NFkB inh 3, tim10-1 inh 17, TIM10 inh 12, tim23-1 inh 26, Jurkat NFkB inh 3 and XBP1 UPR activ -3.
`Cc1ccnc(SCC(=O)c2ccc(Br)cc2)c1C#N` gave Mdm2 MdmX PPI -106, CHOP UPR activ 4.7, 697 NFkB inh -109, tim10-1 inh 22, TIM10 inh 18, tim23-1 inh 37, Jurkat NFkB inh -94 and XBP1 UPR activ 1.
For CCC(C)N1CNc2c(c(=O)[nH]c(=S)n2-c2cccc(C)c2)C1 (centres undefined) the results were Mdm2 MdmX PPI -12, CHOP UPR activ -0.7, 697 NFkB inh -8, tim10-1 inh 13, TIM10 inh 1, tim23-1 inh 2, Jurkat NFkB inh 6 and XBP1 UPR activ -3.
Screening NC(=O)C1CCN(S(=O)(=O)c2cccc(S(=O)(=O)N3CCCCC3)c2)CC1 returned Mdm2 MdmX PPI -15, CHOP UPR activ 0.4, 697 NFkB inh 5, tim10-1 inh 14, TIM10 inh -5, tim23-1 inh -3, Jurkat NFkB inh 22 and XBP1 UPR activ -3.
Screening O=S(=O)(Nc1ccc(S(=O)(=O)N2CCOCC2)cc1)c1ccc(Br)cc1 returned Mdm2 MdmX PPI 21, CHOP UPR activ -0.2, 697 NFkB inh 6, tim10-1 inh -12, TIM10 inh 8, tim23-1 inh 5, Jurkat NFkB inh -5 and XBP1 UPR activ -1.
Screening O=C(OCC(=O)N1CCc2ccccc2C1)c1cc(=O)[nH]c2ccccc12 returned Mdm2 MdmX PPI -17, CHOP UPR activ 4.7, 697 NFkB inh -18, tim10-1 inh 5, TIM10 inh -12, tim23-1 inh 11, Jurkat NFkB inh -3 and XBP1 UPR activ -1.
Screening CCC(=O)N(CCN1CCOCC1)Cc1cc2cc3c(cc2nc1Cl)OCO3 returned Mdm2 MdmX PPI 12, CHOP UPR activ 0.0, 697 NFkB inh 10, tim10-1 inh 9, TIM10 inh 5, tim23-1 inh 10, Jurkat NFkB inh -8 and XBP1 UPR activ -4.
Screening O=c1cc(O)n(-c2ccc(Cl)cc2)c(=S)[nH]1 returned Mdm2 MdmX PPI 40, CHOP UPR activ 0.2, 697 NFkB inh 12, tim10-1 inh -1, TIM10 inh 1, tim23-1 inh 13, Jurkat NFkB inh 4 and XBP1 UPR activ 2.
`O=C(CSc1nnc(-c2ccccc2)n1Cc1ccco1)NCc1ccc2c(c1)OCO2` gave Mdm2 MdmX PPI -11, CHOP UPR activ -2.1, 697 NFkB inh 21, tim10-1 inh 30, TIM10 inh 24, tim23-1 inh 32, Jurkat NFkB inh 17 and XBP1 UPR activ 4.
For O=C(NCCN1CCOCC1)c1cc(-c2cccc(O)c2)on1 the results were Mdm2 MdmX PPI -12, CHOP UPR activ 3.2, 697 NFkB inh 13, tim10-1 inh -9, TIM10 inh 6, tim23-1 inh -2, Jurkat NFkB inh -2 and XBP1 UPR activ -5.
Screening CCOC(=O)N1CCN(c2c(NCCCN3CCCCCC3)c(=O)c2=O)CC1 returned Mdm2 MdmX PPI 5, CHOP UPR activ 0.1, 697 NFkB inh -10, tim10-1 inh 10, TIM10 inh -7, tim23-1 inh 17, Jurkat NFkB inh -10 and XBP1 UPR activ 6.
For CC1CCCc2sc3nc(N4CCN(CCO)CC4)n4ncnc4c3c21 (centres undefined) the results were Mdm2 MdmX PPI -10, CHOP UPR activ -1.1, 697 NFkB inh -8, tim10-1 inh 30, TIM10 inh 19, tim23-1 inh 17, Jurkat NFkB inh -9 and XBP1 UPR activ 7.
`CC1CCCN(C(=O)c2ccc3c(c2NCCO)C(=O)c2ccccc2C3=O)C1` (centres undefined) gave Mdm2 MdmX PPI 13, CHOP UPR activ 1.1, 697 NFkB inh -7, tim10-1 inh 25, TIM10 inh 18, tim23-1 inh 49, Jurkat NFkB inh 4 and XBP1 UPR activ -3.
For CCCn1c(SCC(=O)Nc2ccccc2Cl)n[nH]c1=O the results were Mdm2 MdmX PPI 5, CHOP UPR activ 9.5, 697 NFkB inh 13, tim10-1 inh 16, TIM10 inh 2, tim23-1 inh 5, Jurkat NFkB inh 9 and XBP1 UPR activ 1.
Screening CC(C)COC(=O)C1C(=O)CC(C)(O)C(C(=O)OCC(C)C)C1c1cccnc1 (centres undefined) returned Mdm2 MdmX PPI 20, CHOP UPR activ 1.0, 697 NFkB inh 13, tim10-1 inh 12, TIM10 inh 8, tim23-1 inh 14, Jurkat NFkB inh 8 and XBP1 UPR activ -1.
CC(Oc1ccccc1)C(=O)NC1CCCCCCC1 (centres undefined) was read as Mdm2 MdmX PPI 12, CHOP UPR activ -1.5, 697 NFkB inh 15, tim10-1 inh 16, TIM10 inh 15, tim23-1 inh 23, Jurkat NFkB inh -4 and XBP1 UPR activ -1.

By substructure, the compounds so far with an NH in an aromatic ring.
For O=C(NCCc1c[nH]c2ccccc12)c1cnc2sccn2c1=O the results were Mdm2 MdmX PPI -80, CHOP UPR activ 6.7, 697 NFkB inh -51, tim10-1 inh 0, TIM10 inh -2, tim23-1 inh 8, Jurkat NFkB inh -61 and XBP1 UPR activ 8.
For CCC(C)N1CNc2c(c(=O)[nH]c(=S)n2-c2cccc(C)c2)C1 (centres undefined) the results were Mdm2 MdmX PPI -12, CHOP UPR activ -0.7, 697 NFkB inh -8, tim10-1 inh 13, TIM10 inh 1, tim23-1 inh 2, Jurkat NFkB inh 6 and XBP1 UPR activ -3.
Screening O=C(OCC(=O)N1CCc2ccccc2C1)c1cc(=O)[nH]c2ccccc12 returned Mdm2 MdmX PPI -17, CHOP UPR activ 4.7, 697 NFkB inh -18, tim10-1 inh 5, TIM10 inh -12, tim23-1 inh 11, Jurkat NFkB inh -3 and XBP1 UPR activ -1.
Screening O=c1cc(O)n(-c2ccc(Cl)cc2)c(=S)[nH]1 returned Mdm2 MdmX PPI 40, CHOP UPR activ 0.2, 697 NFkB inh 12, tim10-1 inh -1, TIM10 inh 1, tim23-1 inh 13, Jurkat NFkB inh 4 and XBP1 UPR activ 2.
For CCCn1c(SCC(=O)Nc2ccccc2Cl)n[nH]c1=O the results were Mdm2 MdmX PPI 5, CHOP UPR activ 9.5, 697 NFkB inh 13, tim10-1 inh 16, TIM10 inh 2, tim23-1 inh 5, Jurkat NFkB inh 9 and XBP1 UPR activ 1.
